Screens deposited in PubChem by several laboratories.
Myeloid diff MLP – myeloid differentiation induction; ER-HoxA9 myeloid progenitors, lysozyme-GFP differentiation, flow cytometry; calls only at 10 µM; hit rate 1% among 360,000;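 active = normalized GFP-positive differentiation at or above the plate's own cutoff, the solvent-only control mean plus 3 SD; inconclusive = no clear call, values can overlap the other calls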;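 note: cells exposed to compound for four days before flow analysis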
NTR1 ag – NTR1-driven beta-arrestin-GFP spot formation – imaging, U2OS cells, high content, primary screen (AID 493036); agonist mode; activation, % at 20 µM; hit rate 0.17% among 330,000; P30989;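 active = activation at or above 40% of the spot to cytoplasm intensity ratio, with at least 20 cells analyzed; inconclusive = wells under 20 cells, flagged as cytotoxic or low count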;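 note: 0% = DMSO without peptide and 100% = 100 nM NTR1 peptide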
Target sequence (P30989 whole entry, looked up): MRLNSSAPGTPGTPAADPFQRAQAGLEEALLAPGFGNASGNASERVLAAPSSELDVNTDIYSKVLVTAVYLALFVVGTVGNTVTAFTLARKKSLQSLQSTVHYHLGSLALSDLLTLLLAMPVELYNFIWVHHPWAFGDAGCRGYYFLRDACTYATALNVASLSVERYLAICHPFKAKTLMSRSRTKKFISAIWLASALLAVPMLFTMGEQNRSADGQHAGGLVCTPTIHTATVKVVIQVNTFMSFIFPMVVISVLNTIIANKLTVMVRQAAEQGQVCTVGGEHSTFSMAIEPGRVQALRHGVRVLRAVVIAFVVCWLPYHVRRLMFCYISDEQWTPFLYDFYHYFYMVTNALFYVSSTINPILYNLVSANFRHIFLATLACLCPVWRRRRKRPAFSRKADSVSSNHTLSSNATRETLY
KOR beta-arrestin-1 – KOR agonists, beta-arrestin recruitment, primary screen, cell-based, luminescence, uHTS (AID 1777); KOR beta-arrestin recruitment, luminescence; higher % means a stronger effect; activation, % at 10 µM, or EC50 in µM where a hit was titrated; hit rate 0.02% among 280,000; in the data active = activation above about 50%, passing the limit was not always enough; note: a part of the inactive calls stands beside numbers as strong as those of hits
GPR55 LPI antagonism – inhibition of LPI-stimulated GPR55 beta-arrestin translocation – imaging, U2OS, beta-arrestin-GFP, LPI agonist, primary screen (AID 2013). U2OS GPR55 beta-arrestin-GFP translocation imaging, LPI antagonism; higher % means a stronger effect. hit rate 0.13% among 290,000. inhibition, % at 10 µM, or IC50 in µM where a hit was titrated;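 active = spots per cell inhibited over 60%, with over 100 cells counted and total cytoplasm intensity under 500,000; inconclusive = wells with under 100 cells, flagged as likely toxic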;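 note: U2OS cells stably carrying GPR55 and arrestin-GFP stimulated by 5 µM LPI near EC80; imaged beta-arrestin-GFP aggregate spots per cell after agonist stimulation; plate controls were LPI-stimulated DMSO wells for no effect and DMSO wells without LPI for full effect; some results filed as inactive read as strong as hits; confirmed hits need IC50 under 10 µM and bright autofluorescent wells are also inconclusive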
T cell modulator – T cell immune modulation candidate; 2C CD8+ T cell-vesicle binding, flow cytometry; active compounds read low; hit rate 0.068% among 330,000; calls only at 7 µM;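 active = response, share of CD8 T cells binding vesicles, and their 90th percentile fluorescence all below set limits, cut at about 80% in these data, passing the limit was not always enough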
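Also added: QL9-peptide-loaded Drosophila micro-vesicles bearing Ld, ICAM-1 and B7-1; Test system: purified 2C TCR transgenic mouse naive CD8+ T cells; Measured by: cytometric PE anti-B7-1 and Alexa647 anti-CD8 signals after 1% paraformaldehyde fixation; Timing: binding step 1.5 h, 37 °C, antibody labelling 20 min, ice.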
NOD1 NF-kB reporter – inhibition of NOD1-driven NF-kB reporter – cell-based, luminescence, uHTS, primary screen (AID 1578) | inhibition, % at 4 µM; hits with a dose series show EC50 in µM | hit rate 1% among 290,000 | NOD1-driven NF-kB luciferase reporter cells, luminescence; higher % means a stronger effect; in the data active = inhibition mostly above about 36%, no sharp cut-off; inactive = mostly below about 34%;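 note: HEK-293T reporter cells stimulated with the NOD1 agonist gamma-tri-DAP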
KOR beta-arrestin-2 – kappa opioid receptor blockers – cell-based, luminescence, uHTS (AID 1778); inhibition, % at 10 µM, or IC50 in µM where a hit was titrated; hit rate 0.091% among 290,000; KOR beta-arrestin recruitment, luminescence, antagonist mode; higher % means a stronger effect; note: strong numbers were not always called active
GPR55 activation – GPR55 agonists via beta-arrestin recruitment, primary screen, imaging, U2OS cells, beta-arrestin-GFP redistribution (AID 1961); U2OS GPR55 beta-arrestin-GFP redistribution imaging; higher % means a stronger effect; activation, % at 10 µM; hits with a dose series show EC50 in µM; hit rate 0.048% among 290,000;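 active = activation above 40% with more than 50 cells counted in the well; inconclusive = wells holding fewer than 50 cells, flagged as toxic or sparse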;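 note: U2OS osteosarcoma cells stably expressing GPR55 and beta-arrestin-GFP; plate controls were DMSO negative control for no effect and LPI positive control for full effect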
HEK293 NOD2/NF-kB – NOD2 signaling inhibitors, cell-based, luminescence, uHTS, HEK293 (AID 1566); inhibition, % at 4 µM, or EC50 in µM where a hit was titrated; hit rate 0.63% among 290,000; HEK293 NOD2/NF-kB luciferase reporter, luminescence; higher % means a stronger effect; note: many of its hits are not listed in these tables
T cell modulator vesicle-bound % – further read-out of T cell modulator, marked with its call; double positive events, %; measured here: CD8+ vesicle-bound cell fraction;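 binding gate set so that unloaded-vesicle control wells show 10% double positive cells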
NTR1 ag cell count 20 µM – also measured in NTR1 ag; calls as there; cell count; measured here: cell count, cytotoxicity flag
Myeloid diff MLP GFP+ MAC1+ % – recorded beside Myeloid diff MLP, whose call it bears; GFP+ MAC1+ double positive, %; measured here: differentiation confirmed by MAC1 staining
* = called active by the depositor; i = inactive; u = inconclusive; x = no result given; + = active, no number; [ ] = dose if it differs, or a comment. Cut-off read from the data, not from the text of the source, unless noted: active = inhibition above about 50%; inactive = the rest. Some of the compounds tested. The share of hits here may be higher or lower than overall.

SMILES	Myeloid diff MLP	Myeloid diff MLP GFP+ MAC1+ %	NTR1 ag	NTR1 ag cell count 20 µM	KOR beta-arrestin-1	GPR55 LPI antagonism	T cell modulator	T cell modulator vesicle-bound %	NOD1 NF-kB reporter	KOR beta-arrestin-2	GPR55 activation	HEK293 NOD2/NF-kB
O=C(Cn1ncc2c3ccccc3n(Cc3ccc(F)cc3)c2c1=O)N1CCN(c2ncccn2)CC1	i	0.5	3.7	76	-6.9%	4%	i	32	30%	14%	-0.1%	16%
O=C(CN1CCCCCC1)Nc1ccc(Cl)cn1	i	0.5	1.0	49	-0.1%	8%	i	40	-17%	-9%	-0.2%	0%
CCCCn1c(NCc2ccncc2)nc2ccccc21	i	0.5	0.9	59	-1.5%	-4%	i	31	-16%	-45%	0.1%	-5%
COc1ccc(CN(C)C(C)C(=O)Nc2ccc([N+](=O)[O-])cc2Cl)cc1OC (configuration not stated)	i	1.2	2.4	60	-1.0%	-16%	i	46	10%	-18%	0.6%	-60%
Cc1ccc(Oc2nc(-c3ccccc3)ncc2S(=O)(=O)c2ccc(C)cc2)cc1	i	1.7	0.5	46	-2.8%	15%	i	39	-31%	10%	-0.3%	-2%
Cc1c(-n2cc(C(=O)c3cc(F)ccc3O)cc(C#N)c2=O)c(=O)n(-c2ccccc2)n1C	i	0.1	-0.5	41	-0.9%	0%	i	61	-15%	-16%	0.1%	5%
Cc1c(NC(=O)C2(c3ccccc3)CCOCC2)c(=O)n(-c2ccccc2)n1C	i	0.8	0.6	80	-3.8%	4%	i	43	-15%	21%	0.2%	3%
CC(C)c1csc(CN2CCN(Cc3ccc(F)cc3)C(CCO)C2)n1 (configuration not stated)	i	0.0	-1.0	89	-0.1%	-6%	i	60	0%	-8%	-0.2%	9%
CCNc1nn2ccccc2c1/C=C(\C#N)C(=O)OCC	x	x	1.8	80	-3.1%	-2%	i	56	4%	19%	0.1%	46%
CCOc1ccc(NC(=O)CN(C)CC(=O)Nc2ccc(Br)cc2F)cc1OCC	i	1.2	1.2	64	-5.5%	-2%	i	58	-43%	-4%	0.1%	-1%
Cc1c(NS(=O)(=O)CC23CCC(CC2=O)C3(C)C)c(=O)n(-c2ccccc2)n1C (configuration not stated)	i	2.0	-0.2	91	4.8%	-3%	i	37	-12%	-2%	-0.2%	-9%
COCCn1c(-c2ccccc2)nc(=S)c2c1CC(C)(C)OC2	i	0.9	-0.6	50	1.6%	6%	i	25	-18%	5%	-0.1%	-13%
Cc1oc2c(CN3CCCC3)c(O)ccc2c(=O)c1Oc1ccccc1Br	i	5.4	-0.3	58	3.8%	7%	i	16	17%	-27%	-0.1%	10%
Cc1ccc(N(C(=O)c2ccco2)C(C(=O)NC2CCCC2)c2cccnc2)cc1 (configuration not stated)	i	1.2	-1.6	64	5.8%	-2%	i	61	-17%	-40%	-0.1%	15%
CCOc1ccccc1N=C1SC(CC(=O)Nc2ccc(OC)cc2OC)C(=O)N1CCC1=CCCCC1 (configuration not stated)	i	0.8	2.5	49	7.4%	15%	i	31	6%	-14%	0.1%	6%
CC1(C)C2CCC1(CS(=O)(=O)Nc1ccc(S(=O)(=O)N3CCCC3)cc1)C(=O)C2 (configuration not stated)	i	0.5	2.0	57	18%	8%	i	25	-21%	8%	0.1%	5%
O=C(NC(=S)N1CCCCC1)c1csc([N+](=O)[O-])c1	i	0.4	-1.4	53	4.0%	9%	i	32	-1%	4%	0.4%	13%
O=c1[nH]c(SCc2c(Cl)cccc2Cl)nc2ccccc12	i	0.1	-1.8	47	-3.1%	3%	i	14	-19%	-50%[20 µM]	-0.1%	7%
COc1ccc(C2NC(=O)Cc3cc(OC)c(OC)cc32)cc1OC (configuration not stated)	i	0.2	-1.1	59	x	3%	i	35	-7%	-4%	0.3%	-17%
COc1ccccc1C(=O)Nc1ccc(C)cc1C(=O)c1ccccc1	i	0.7	3.7	47	1.3%	10%	i	49	-12%	-4%	-0.1%	11%
O=C(O)c1ccc(/C=C2\CCCc3c2nc2ccccc2c3C(=O)O)cc1	x	x	0.8	54	1.4%	-4%	i	16	-24%	-20%	0.3%	8%
O=C1CC(N2CCCCCC2)C(=O)N1c1ccc2c(c1)OCO2 (configuration not stated)	i	0.9	0.0	40	-0.1%	12%	i	5	-16%	21%	-0.1%	6%
CCc1ccc(NC(=O)NNC(=O)c2cc3ccccc3cc2O)cc1	i	0.7	0.5	62	-1.1%	-3%	i	23	-16%	13%	-0.1%	7%
O=C(NN1C(=O)c2ccccc2NC1c1ccc([N+](=O)[O-])o1)c1ccc(Br)cc1 (configuration not stated)	i	0.7	1.1	47	0.7%	0%	i	2	-20%	-6%	0.5%	13%
O=C(COc1ccc(S(=O)(=O)Nc2cccc(C(F)(F)F)c2)cc1)N1CCOCC1	i	0.7	-0.5	62	3.9%	4%	i	41	-12%	12%	-0.1%	8%
New compounds follow.
SMILES	Myeloid diff MLP	Myeloid diff MLP GFP+ MAC1+ %	NTR1 ag	NTR1 ag cell count 20 µM	KOR beta-arrestin-1	GPR55 LPI antagonism	T cell modulator	T cell modulator vesicle-bound %	NOD1 NF-kB reporter	KOR beta-arrestin-2	GPR55 activation	HEK293 NOD2/NF-kB
O=C1CCCC(=O)C1C(=O)C1CCN(S(=O)(=O)c2ccccc2)CC1	i	0.1	0.1	31	5.1%	-9%	i	61	18%	-11%	0.1%	-14%
CN(C)c1ccc(C(=O)NNC(=O)c2ccc(Cl)cc2)cc1	i	1.2	2.1	55	-0.7%	14%	i	32	-9%	9%	-0.4%	11%
O=C(Cc1cccs1)Nc1nnc(CCc2ccccc2)s1	i	0.6	2.8	80	0.1%	-4%	i	17	-20%	-34%	0.2%	1%
N#Cc1cccc(NC(=O)N2CCC(c3nc4c(nnn4Cc4cccc(Cl)c4)c(=O)[nH]3)CC2)c1	i	0.6	5.0	87	3.1%	18%	i	38	11%	22%	-1.8%	11%
Cc1ccn(CCNC(=O)C2CCC(=O)N(CCc3ccc(Cl)cc3)C2)n1 (configuration not stated)	i	1.1	0.9	68	0.9%	-1%	i	37	-17%	24%	-0.1%	0%
OCCC1CN(Cc2cccc3nccnc23)CCN1Cc1ccc(F)c(F)c1 (configuration not stated)	i	0.4	1.0	65	2.6%	0%	i	61	-37%	4%	-0.2%	3%
CCCCN(Cc1ccco1)C(=O)C1CCCN(c2ncnc3c2nc2n3CCCCC2)C1 (configuration not stated)	i	5.2	6.0	60	-6.9%	-41%	i	25	2%	20%	-0.2%	35%
Cc1ccc(-c2nc(C)sc2CC(=O)O)cc1	i	1.5	-0.6	91	11%	-7%	i	59	23%	3%	0.0%	-8%
O=C(c1ccc(Cl)c(S(=O)(=O)N2CCCCC2)c1)N1CCN(c2ccccc2)CC1	i	2.8	2.2	72	3.5%	13%	i	12	10%	-2%	-0.1%	44%
CCOc1ccccc1-n1c(CNc2ccc(F)cc2)nnc1SCC(=O)NCc1ccco1	i	1.3	-0.5	32	7.4%	1%	i	36	12%	-4%	-0.4%	1%
Cc1nnc(NC(=O)CSc2nc3c(c(=O)n(C)c(=O)n3C)n2C(C)C)s1	i	0.2	0.9	59	-2.6%	9%	i	16	-18%	-22%	-0.1%	18%
O=C(NC1CCCc2ccccc21)C1CCN(S(=O)(=O)N2CCCCCC2)CC1 (configuration not stated)	i	5.8	0.6	71	3.8%	6%	i	30	x	-20%	-0.1%	5%
CCOC(=O)c1sc(NC(=O)C(CC)OC(=O)C(CC(C)C)NC(=O)c2ccccc2)nc1C (configuration not stated)	i	0.7	8.9	64	4.9%	-11%	i	54	8%	-19%	-0.1%	-12%
Cc1cccc(NC(=O)c2ccc(F)c(S(=O)(=O)NCc3ccco3)c2)c1	u	x	0.8	57	-2.8%	1%	i	2	2%	-31%	0.0%	20%
CCOC(=O)NC(CC(=O)O)c1ccc(OC)cc1 (configuration not stated)	i	0.5	-0.1	57	-0.6%	2%	i	35	7%	-11%	-0.3%	7%
COc1cccc(NC(=O)COc2ccc(Br)c(C)c2)c1	i	0.5	2.1	61	3.3%	0%	i	28	-44%	-44%[20 µM]	1.0%	2%
CCCC(=O)Nc1cc(C)c(NC(=O)c2ccco2)cn1	i	0.4	1.0	67	5.9%	-14%	i	42	3%	-13%[20 µM]	0.2%	9%
CC(C)CCNC(=O)C1CCN(S(=O)(=O)c2ccc3c(c2)CC(C)N3C(=O)C2CC2)CC1 (configuration not stated)	i	1.3	-0.6	59	-3.9%	7%	i	19	-6%	-25%	-0.2%	12%
O=C(NCc1ccccc1)C1=C[C@@H](c2coc3ccccc3c2=O)C[C@@H](OCc2ccc(CO)cc2)O1	i	0.8	0.7	74	-5.6%	-3%	i	28	43%	2%	-0.1%	13%
Cc1ccc(-c2cc(C(=O)Nc3nn[nH]n3)c3ccccc3n2)cc1	i	8.7	-1.0	63	6.3%	-19%	i	34	-18%	-34%	-0.1%	2%
C/C(CC(=O)Nc1ccc(Cl)cc1Cl)=N\NC(=O)c1ccncc1	i	0.7	-0.6	50	2.2%	4%	i	58	8%	-57%	-0.3%	-10%
COc1ccc(OC)c(C(=O)c2ccc(C(=O)N3CCN(Cc4csc(C)n4)CC3)cc2)c1	i	0.2	-0.4	40	-1.1%	-7%	i	41	-18%	-29%[20 µM]	0.2%	13%
Clc1cccc(-c2nnc(-c3ccccc3)o2)c1	i	0.2	1.3	32	-0.1%	10%	i	4	x	-18%	-0.1%	-131%
Cc1ccc(Oc2ncccc2N)c2c1CCC2	i	0.8	0.2	57	6.9%	-5%	i	45	-8%	-8%	0.0%	4%
C/C(=N\NC(=S)NC(C)C)c1ccc(Cl)s1	i	0.7	0.3	59	-2.0%	-5%	i	51	24%	3%	-0.1%	-17%
Cc1ccc(NC(=S)N/N=C2\CCCCC2C)cc1 (configuration not stated)	+	28*	0.9	46	5.4%	13%	i	33	-28%	-13%	1.0%	-16%
